N370S GC = qHTS Assay for Inhibitors and Activators of N370S glucocerebrosidase as a Potential Chaperone Treatment of Gaucher Disease | Potency, µM (top dose mostly 59.4 µM), for inactives: top-dose activity change, negative = inhibition, actives largely listed as inhibitors | AID 2101, 2009 | N370S GC spleen homogenate, 4MU-glucoside fluorescence | hit rate 0.092% among 330,000;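 further: 0% = full enzyme activity and -100% = no enzyme basal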
FEN1 inh = qHTS Assay for the Inhibitors of Human Flap endonuclease 1 (FEN1); Potency, µM (highest dose often 114 µM), for inactives: at the top dose activity change, negative = inhibition, hits mostly inhibitors; Recombinant FEN1 flap cleavage, fluorescence, 15 min; AID 588795, 2011; P39748; hit rate 0.35% among 390,000; further: nearly all actives have a fitted effect of over 65% in size
Target sequence (P39748 whole entry, looked up): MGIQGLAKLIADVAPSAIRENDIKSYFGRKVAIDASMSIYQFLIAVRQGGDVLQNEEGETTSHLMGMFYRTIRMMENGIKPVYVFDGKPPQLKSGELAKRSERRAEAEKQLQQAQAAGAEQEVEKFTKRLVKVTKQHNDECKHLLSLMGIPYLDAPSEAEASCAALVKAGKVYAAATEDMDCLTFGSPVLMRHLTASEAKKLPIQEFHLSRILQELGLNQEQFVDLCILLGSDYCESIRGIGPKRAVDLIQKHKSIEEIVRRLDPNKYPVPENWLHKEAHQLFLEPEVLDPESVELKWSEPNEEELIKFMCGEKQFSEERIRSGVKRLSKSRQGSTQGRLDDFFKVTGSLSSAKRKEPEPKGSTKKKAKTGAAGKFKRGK
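Potency values derive from four-parameter Hill fits of normalized qHTS data. The reaction used 10 nM FEN1 preincubated 15 min at room temperature with compound, then 50 nM DNA substrate, read at 0 and 15 min.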
TDP1 cell CPT = qHTS for Inhibitors of human tyrosyl-DNA phosphodiesterase 1 (TDP1): qHTS in cells in presence of CPT. AID 686979, 2013. chicken DT40 Tdp1-/-;hTDP1 cells + 20 nM CPT, ATP luminescence, 48 h. Potency, µM (series often up to 46.2 µM), for the others: top-dose activity change, negative = growth inhibition, actives largely listed as inhibitors. hit rate 12% among 420,000; further: nearly all actives have a fitted effect of over 55% in size
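Chicken DT40 Tdp1-/- cells stably complemented with human TDP1 were seeded at 400 cells/well in medium containing 20 nM camptothecin, exposed to pin-transferred compounds, and grown at 37 °C for at least 48 hr. Viability was read as ATP luminescence.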
The depositor's hits bear a star; ? = inconclusive; nt = no result given; & = joins results of further samples; [ ] = another dose, or the depositor's remark. The call rests on the fitted dose curve; in most records, active means well fitted curve in the direction sought with a large enough effect; inconclusive means small, poorly fitted or top-dose-only effect, or another doubt; inactive means no such curve, though single readings can be large; an effect the other way counts as inactive or inconclusive. Unless noted, on the % scale 0 is the no-effect control and ±100 the full control effect; potency means the concentration at half of the fitted maximal effect.

The line under a structure holds: N370S GC	FEN1 inh	TDP1 cell CPT
O=C(Cn1c(S(=O)(=O)Cc2ccccc2)nc2ccccc21)N1CCCCC1
→ -2.9%	8.9%	?
CCCSc1nnc2n(-c3ccccc3OC)c(=O)c3c4c(sc3n12)CCC4
→ 9.2%	1.4%	?
CC(C)CNC(=O)C(=O)N/N=C/c1cccs1
→ 4.8%	?	?
COc1ccc(C(=O)N2CCOCC2)cc1Br
→ 3.4%	4.5%	7.0%
COc1ccccc1CCNC(=O)C(=O)NCC1OCCCN1S(=O)(=O)c1ccc(F)cc1C (stereo unspecified)
→ -3.5%	-4.7%	?
C/C(CCC(C)C)=N\NC(=S)Nc1cc(S(=O)(=O)N2CCOCC2)ccc1N1CCOCC1
→ -14.2%	8.7%	?
Cc1ccc(C)c(OCCOCCN2CC(C)OC(C)C2)c1C (stereo unspecified)
→ 1.6%[12.8 µM]	-3.1%	-23.3%
Cc1noc(C(=O)N2CCN(c3ccccc3)CC2)c1Cl
→ -7.6%	19.1%	3.0%
Cc1ccccc1NC(=O)COC(=O)[C@@H]1CCCN1C(=O)c1cccs1
→ nt	-2.7%	-4.3%
Cc1ccc(OCC(=O)N2CCCc3ccccc32)cc1
→ 3.0%	4.0%	-22.0%
NN=C(NN=Cc1ccccc1)c1ccccc1
→ nt	-1.8%	8.2µM*
Cc1ccc2cc(CCNC(=O)C(=O)c3c[nH]c4ccccc34)c(=O)[nH]c2c1
→ 9.7%	7.2%	-21.8%
CCCCn1c(Oc2ccc(C(=O)OC)cc2)nc2c1c(=O)n(C)c(=O)n2C
→ 3.1%[2.35 µM]	11.8%	16.4µM*
Cc1cc(C)n2nc(CNS(=O)(=O)c3ccc(CC(C)C)cc3)nc2n1
→ -0.6%	22.8%	-7.3%
CC1CN(CC(=O)NN=C(c2ccccc2)c2ccccc2)CC(C)O1 (stereo unspecified)
→ -3.0%	-12.4%	?
Cc1cc(Cl)ccc1OCC(=O)Nc1ccncc1
→ -10.8%	-5.1%	?
COc1ccc(S(=O)(=O)n2nc(OC(=O)C3CCCCC3)cc2N)cc1
→ -5.4%	-3.8%	-22.2%
O=S(=O)(NCc1ccccn1)C(F)(F)F
→ -3.1%	4.4%	-16.9%
Cc1nn(-c2ccccc2)c(Cl)c1C(=O)NC1CCCCC1
→ -6.9%	-3.9%	8.8%
COc1ccc(S(=O)(=O)/N=C2\C=C(NS(=O)(=O)c3ccccc3)C(=O)c3ccccc32)cc1
→ -0.9%	?	?
Cc1sc(=NC(=O)c2ccco2)n(C)c1-c1ccc(Cl)cc1
→ 14.3%	2.1%	11.6µM*
COc1ccc(/C=C(\C#N)C(=O)OCC(=O)NCc2ccco2)cc1
→ 1.4%	-2.7%	12.2%
O=C(NCC(c1cccnc1)N1CCc2ccccc21)c1ccc(F)c(F)c1 (stereo unspecified)
→ nt	-19.3%	13µM*
Cc1noc(C)c1C(=O)NCCc1ccc(Cl)cc1
→ -11.7%	-15.5%	4.6%
COc1cc2nc(NCCCN3CCN(C)CC3)n3nc(-c4ccccc4)nc3c2cc1OC
→ 13.7%[12.8 µM]	20µM*	?
CCOc1ccc(OCC(=O)Nc2ccc(S(=O)(=O)Nc3cc(C)nc(C)n3)cc2)cc1
→ 0.2%	-4.7%	2.0%
Cc1cccc(N(CC(=O)NCc2ccco2)C(=O)CCC(=O)Nc2ccccn2)c1
→ 5.1%	-2.5%	-18.8%
Cc1cccc(CCNC(=O)CC2C(=O)NCCN2Cc2ccccc2C)n1 (stereo unspecified)
→ -3.6%	15.0%	-2.6%
CCN(CC)C(=O)CSc1ccccc1N
→ -10.1%	-15.8%	3.4%
COC(=O)CNC(=O)COc1ccccc1
→ 7.6%	0.4%	-14.4%

Next section, overlapping the part above by 6 compounds.
The line under a structure holds: N370S GC	FEN1 inh	TDP1 cell CPT
COc1cc2nc(NCCCN3CCN(C)CC3)n3nc(-c4ccccc4)nc3c2cc1OC
→ 13.7%[12.8 µM]	20µM*	?
CCOc1ccc(OCC(=O)Nc2ccc(S(=O)(=O)Nc3cc(C)nc(C)n3)cc2)cc1
→ 0.2%	-4.7%	2.0%
Cc1cccc(N(CC(=O)NCc2ccco2)C(=O)CCC(=O)Nc2ccccn2)c1
→ 5.1%	-2.5%	-18.8%
Cc1cccc(CCNC(=O)CC2C(=O)NCCN2Cc2ccccc2C)n1 (stereo unspecified)
→ -3.6%	15.0%	-2.6%
CCN(CC)C(=O)CSc1ccccc1N
→ -10.1%	-15.8%	3.4%
COC(=O)CNC(=O)COc1ccccc1
→ 7.6%	0.4%	-14.4%
Cc1ccc(-c2cc(C(=O)N3CCN(C(=O)c4ccco4)CC3)[nH]n2)cc1C
→ -13.5%	-11.7%	?
CC(NC(=O)c1ccccc1Br)C1CC2CCC1C2 (stereo unspecified)
→ nt	4.0%	-7.6%
CCOc1ccccc1CNC(=O)CCCN1C(=O)c2cccnc2Oc2ccc(Cl)cc21
→ nt	-10.8%	?
O=C1CN(C(=O)OCc2ccccc2)c2ccccc2N1
→ ?	4.2%	1.9%
Cc1cc(C(=O)N2CCOCC2)ccc1[N+](=O)[O-]
→ -16.8%	1.6%	19.1%
Cc1c(NC(=O)c2cccc(S(=O)(=O)N(C)c3ccccc3)c2)c(=O)n(-c2ccccc2)n1C
→ nt	-10.7%	4.4%
CC(=O)N1CCN(C(=O)COC(=O)c2ccc(S(C)(=O)=O)cc2)CC1
→ nt	-20.1%	19.0%
COc1cc(C(=S)N2CCCCC2)ccc1OCC(=O)Nc1ccc(F)cc1
→ 3.2%	-4.5%	?
COc1ccc(-c2cc(C(=O)N3CCCCC3)c3ccccc3n2)cc1
→ ?	-0.1%	16.4µM*
CCOC(=O)N/N=C/c1cn(Cc2ccccc2Cl)c2ccccc12
→ 8.7%	-2.8%	?
Cc1cccc(C(=O)OCC(=O)N(C)CC(=O)Nc2ccc(Cl)c(C(F)(F)F)c2)c1
→ nt	-23.0%	14.6µM*
CCOC(=O)c1cnn(-c2ccc(OC)cc2)c1C1CCN(C(=O)OC(C)(C)C)CC1
→ nt	-5.6%	?
c1ccc(C2=NNC(c3ccccn3)=NN2)nc1
→ -14.3%	1.9%	9.2µM*
Cc1oc(-c2ccccc2Cl)nc1CS(=O)CC(=O)NCc1ccccc1Cl (stereo unspecified)
→ 13.7%	-14.4%&-10.5%	?
CCC(=O)Oc1ccc2c(C)cc(=O)oc2c1C
→ ?	5.2%	?
CCOc1cc(CNCCSc2nnnn2-c2ccccc2)cc(Cl)c1OC
→ nt	0.2%	?
Cc1ccc(CCNC(=O)Cc2ccc(NC3=NC4CS(=O)(=O)CC4S3)cc2)cc1 (stereo unspecified)
→ -0.3%	15.7%	-14.2%
O=C(CN(Cc1ccc(Cl)cc1)C(=O)CNS(=O)(=O)c1ccc(F)cc1)NCC1CCCO1 (stereo unspecified)
→ -2.7%	-3.3%	-22.6%
CCn1c(C)cc(/C=C2/NC(=O)N(c3ccccc3)C2=O)c1C
→ 5.4%	-19.0%	?
O=[n+]1cc(-c2ccccc2)n([O-])c2c1CCCCC2
→ 4.4%	-4.7%	-5.3%
COc1ccc(Cl)cc1NC(=O)Cn1cnc2c1c(=O)n(C)c(=O)n2C
→ nt	-7.6%	?
CN(C)S(=O)(=O)c1ccc(N2CCCC2)c(C(=O)NNC(=O)COc2ccccc2F)c1
→ 1.0%	4.6%	-2.7%
O=C(CCn1cccc1)NCc1ccc2c(c1)OCO2
→ 4.0%	-2.1%	-2.0%
Cc1c(C(=O)N2CCN(c3ccccc3F)CC2)sc2ncn(CC(=O)N3CCOCC3)c(=O)c12
→ 1.5%	-7.8%	-2.8%
CCN(C[C@H]1N[C@@](CC)(C(=O)OC)[C@H]2C(=O)N(C)C(=O)[C@@H]12)C(=O)COc1ccccc1
→ nt	-6.3%	-13.1%
CN1CCN(C(=O)c2cc(-c3cccc(Cl)c3)on2)CC1
→ -10.0%	-1.5%	-8.6%
CCOC(=O)N1CCN(C(=O)c2cc3n(n2)C(C(F)(F)F)CC(c2ccc4c(c2)OCO4)N3)CC1 (stereo unspecified)
→ -4.8%	1.2%	?
COc1ccccc1NC1=C(C)C(=O)CC1
→ -0.9%	-1.1%	-8.7%
COc1ccccc1C(=O)Oc1c(Sc2ccccc2)c(C)nn1-c1ccccc1
→ nt	?	?
O=C(NCCC1=CCCCC1)C(=O)NCC1OCCCN1S(=O)(=O)c1ccc(F)cc1 (stereo unspecified)
→ 3.5%	-0.8%	-15.2%

The listing continues:
The line under a structure holds: N370S GC	FEN1 inh	TDP1 cell CPT
CCN(CC)CCCNC(=O)Cn1ncn2cccc2c1=O
→ -10.2%	5.2%	-10.8%
CCCCNC(=O)C(CC)Sc1nnc(-c2cccc(F)c2)c(-c2cccc(F)c2)n1 (stereo unspecified)
→ nt	5.6%	16.4µM*
CCc1nnc(NC(=O)CSc2nnc(-c3ccccc3O)n2-c2ccc(C)cc2)s1
→ 0.9%	13.3%	?
Cc1cccc(CC(=O)NCCc2csc(-c3ccc(C(F)(F)F)cc3)n2)c1
→ nt	-11.9%	16.4µM*
CCN(CC)c1ccc2nc3c4ccccc4c(=O)cc-3oc2c1
→ 0.1%	?	-11.1%
Cc1ccc(N(C(C)C(=O)O)S(=O)(=O)c2c(C)n[nH]c2C)cc1 (stereo unspecified)
→ 11.9%	-5.0%	-0.5%
Cc1ccc(-n2c(C)cc(=O)cc2C)cc1[N+](=O)[O-]
→ 0.7%	14.2%	-14.3%
C/C(=N\NC(=O)c1ccc(N)cc1)C1CC1
→ 0.6%	-15.6%	3.3%
COc1ccc(NC(=O)CN2CCN(CC(=O)Nc3ccccc3Cl)CC2)c(OC)c1
→ -11.7%	-0.5%	18.4µM*
Cc1ccc(CNC(=O)c2ccccc2SCC(=O)NCC2CCCCC2)cc1
→ 15.9%	-5.3%	?
CCC(=O)Nc1ccc(CC)cc1-c1nc2ccccc2n(Cc2ccccc2)c1=O
→ nt	-1.7%	?
O=c1[nH]c(NC2CCCCC2)c([N+](=O)[O-])c(=O)[nH]1
→ -24.6%	31.0%	-4.8%
COc1ccc(OC)c(NC(=O)CCC(=O)N(Cc2ccc(OC)c(OC)c2)c2nccs2)c1
→ 10.6%	-11.9%	0.5%
O=C(c1cc(COc2ccc(F)cc2Cl)on1)N1CCC(OCc2cccnc2)CC1
→ -5.5%	3.6%	16.4µM*
Cc1cc(C)cc(NC(=O)C(OC(=O)C2=COCCO2)c2ccccc2)c1 (stereo unspecified)
→ 6.6%	-9.4%	1.5%
Cn1nnnc1SCC(=O)c1c(N)n(C2CC2)c(=O)[nH]c1=O
→ nt	-7.0%	3.2%
CN(CCc1ccccn1)C(=O)CN(C)S(=O)(=O)c1ccc2c(c1)c(=O)n(C)c(=O)n2C
→ 2.6%	-4.8%	-1.8%
CCOC(=O)CCSc1nc(N2CCOCC2)c2c(c1C#N)CC(C)(C)OC2
→ 7.5%	-1.4%	-14.2%
Cc1ccc(NC(=O)Cn2cnc3cc([N+](=O)[O-])ccc3c2=O)cc1
→ -2.3%	?	-18.4%
c1ccc(Cn2c(SCCN3CCOCC3)nnc2-c2cccnc2)cc1
→ -0.5%	-3.3%	0.7%
COc1ccccc1/C=N/NC(=O)c1ccc(N(C)S(=O)(=O)c2ccccc2)cc1
→ -4.1%	-2.5%	-19.1%
CC(C)[C@H](NC(=O)OC(C)(C)C)c1nnc(SCc2cccc(F)c2)o1
→ 7.4%	-15.2%	-28.6%
O=C(CN1C(=O)/C(=C/c2ccco2)SC1=S)Nc1ccc(O)c(C(=O)O)c1
→ -16.6%	?	4.0%
Cc1ccc2cc(CN(c3ccccc3C)S(=O)(=O)c3ccccc3)c(=O)[nH]c2c1
→ 25.2%	2.2%	?
N#Cc1cccc(OC(=O)c2ccc3c(=O)n4c(nc3c2)CCC4)c1
→ -3.8%	-1.1%	-29.3%
CC1SCC(=NOCc2ccccc2)CS1 (stereo unspecified)
→ 4.2%	2.0%	2.4%
O=C(C1CC(=O)N(C2CCCC2)C1)N1CCN(c2cccc(Cl)c2)CC1 (stereo unspecified)
→ 0.4%	5.2%	18.4µM*
CCN1CCN(c2ccc(NC(=O)c3cccc(OCc4ccccc4)c3)cc2)CC1
→ nt	2.2%	?
CC1=C(C(=O)Nc2ccccc2)C(c2ccc(O)cc2)N2C(=O)CSC2=N1 (stereo unspecified)
→ 5.5%	-12.4%	7.9%
COC(=O)c1ccc2c(=O)sc(N3CCC(C(N)=O)CC3)nc2c1
→ 3.7%	-8.4%	6.2%
COc1ccccc1N1C(=O)c2ccccc2NC1c1ccncc1 (stereo unspecified)
→ 2.1%	12.6%	-8.6%
c1ccc(CNc2ncnc3ccc(-c4ccc5c(c4)OCO5)cc23)cc1
→ -17.5%	nt	?

Source: PubChem (National Center for Advancing Translational Sciences (NCATS))

An excerpt; count on the stated rates, not on these rows.
